From PubChem
MEP2 TOR yeast: yeast TOR pathway MEP2-GFP modulation. S. cerevisiae MEP2-GFP strain, flow cytometry GFP, 3 h; 100% = DMSO control level. hit rate 0.51% among 330,000. GFP response vs DMSO, % at 10 µM;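 active means GFP response versus DMSO above a set limit, roughly screen mean plus 3 SD, cut at about 180% in these data; inconclusive means fewer than 70 cells counted for a yeast strain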;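 further: median GFP fluorescence of the barcode-gated MEP2-GFP cells per well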
proCasp7 act: counter-screen: procaspase-7 (human) activation; hit rate 0.093% among 330,000; AID 463210; recombinant procaspase-7, Ac-DEVD-pNA absorbance 405 nm; D23A/D198A/D206A triple mutant, cannot self-cleave; scale: DMSO 0, 5 µM enzyme 100; P55210; activation, % at 8.5 µM;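 active means percent activation above the screen-wide mean plus 3 SD, cut at about 25% in these data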
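Replicates: singlicate. Assay system: Procaspase-7 triple mutant (PC-7 D3A). Signal: 405 nm absorbance of p-nitroaniline. Times: 1 h preincubation, 2 h reaction. Buffer or medium: Zinc-free HEPES pH 7.4 with 300 mM NaCl, 0.01% Triton X-100. Also added: DEVD-pNA substrate. Benchmarks: DMSO wells as 0%, DMSO with 5 µM added PC-7 as 100%.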
procasp3 activ: activates human procaspase-3. hit rate 0.11% among 330,000. recombinant procaspase-3 D3A, Ac-DEVD-pNA absorbance 405 nm. activation, % at 8.5 µM;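 active means activation above the mean of all tested compounds plus 3 SD, cut at about 21% in these data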;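 further: 0% = DMSO alone and 100% = DMSO wells spiked with extra 5 µM PC-3 D3A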
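Evaluation: percent activation relative to control range; Material: Procaspase-3 D3A mutant, all three cleavage aspartates alanine; Compound: single dose, 8.5 µM nominal compound, 0.8% DMSO; Replication: one well per compound; Signal: absorbance at 405 nm, 0 and 120 min; Schedule: 1 h preincubation plus 2 h reaction at 25 °C.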
AHR activator: activators of human aryl hydrocarbon receptor; AHR-responsive luciferase reporter cells, luminescence; activation, % at 5 µM; P35869; hit rate 2.5% among 320,000; AID 2796; in the data active means activation above about 47%;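 further: 0% = vehicle wells and 100% = reference agonist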
Target sequence (P35869 whole entry, looked up): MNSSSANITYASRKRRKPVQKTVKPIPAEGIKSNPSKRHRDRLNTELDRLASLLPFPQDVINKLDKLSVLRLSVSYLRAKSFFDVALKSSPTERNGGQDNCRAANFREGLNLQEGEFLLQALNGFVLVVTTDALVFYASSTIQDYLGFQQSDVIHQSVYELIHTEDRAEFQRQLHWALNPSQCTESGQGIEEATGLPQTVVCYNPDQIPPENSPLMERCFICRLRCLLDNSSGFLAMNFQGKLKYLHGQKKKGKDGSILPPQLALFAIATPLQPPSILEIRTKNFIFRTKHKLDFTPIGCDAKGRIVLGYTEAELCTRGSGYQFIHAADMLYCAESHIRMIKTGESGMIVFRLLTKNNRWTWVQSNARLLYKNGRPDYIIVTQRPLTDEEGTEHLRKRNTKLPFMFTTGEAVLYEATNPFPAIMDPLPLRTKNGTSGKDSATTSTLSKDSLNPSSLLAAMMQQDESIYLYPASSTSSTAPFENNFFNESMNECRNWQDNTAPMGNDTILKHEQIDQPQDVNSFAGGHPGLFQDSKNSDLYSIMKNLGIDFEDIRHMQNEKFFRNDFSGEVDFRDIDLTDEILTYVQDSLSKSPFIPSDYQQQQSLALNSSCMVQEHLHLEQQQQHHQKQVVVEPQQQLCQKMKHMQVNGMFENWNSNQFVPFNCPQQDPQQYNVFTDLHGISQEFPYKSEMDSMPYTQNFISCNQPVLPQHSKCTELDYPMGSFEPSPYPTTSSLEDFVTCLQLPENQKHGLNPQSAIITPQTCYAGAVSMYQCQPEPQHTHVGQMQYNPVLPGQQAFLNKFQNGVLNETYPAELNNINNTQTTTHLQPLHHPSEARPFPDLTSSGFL
LAP4 TOR yeast: alters LAP4-GFP fluorescence in TOR pathway yeast screen | S. cerevisiae LAP4-GFP multiplex, flow cytometry GFP, 3 h; median GFP as percent of DMSO wells | GFP response vs DMSO, % at 10 µM | hit rate 0.34% among 320,000 | AID 2023;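 active means GFP response vs DMSO above a set limit, about the screen mean plus 3 SD, cut at about 150% in these data; inconclusive means under 70 cell events counted for the yeast strain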
RPL19A TOR yeast: alters RPL19A-GFP fluorescence in TOR pathway yeast screen | S. cerevisiae RPL19A-GFP strain, flow cytometry, 3 h; active compounds read low | percent response vs DMSO, % at 10 µM | hit rate 0.3% among 330,000 | AID 2025;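 active means percent response vs DMSO below 50%; inconclusive means fewer than 70 events counted for the yeast strain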;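 further: median channel GFP fluorescence of the barcoded RPL19A-GFP strain; ratio of sample median GFP to plate DMSO average so 100% = DMSO; lower means less RPL19A-GFP as with rapamycin TOR inhibition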
AGP1 TOR yeast: alters AGP1-GFP fluorescence in TOR pathway yeast screen | S. cerevisiae AGP1-GFP multiplex flow cytometry, 3 h; GFP as percent of DMSO wells | hit rate 0.02% among 320,000 | AID 2066 | GFP response vs DMSO, % at 10 µM;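 active means GFP response relative to DMSO above a set limit, near screen average plus 3 SD, cut at about 150% in these data; inconclusive means fewer than 70 cells counted for the yeast strain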;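 further: median GFP channel fluorescence of the gated AGP1 strain per well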
CIT2 TOR yeast: yeast TOR pathway CIT2-GFP modulation. GFP response vs DMSO, % at 10 µM. S. cerevisiae CIT2-GFP strain, flow cytometry, 3 h; 100 means same as DMSO wells. hit rate 0.065% among 320,000;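 active means GFP response relative to DMSO above a set limit, near the screen mean plus 3 SD, cut at about 150% in these data; inconclusive means Fewer than 70 cells measured for a yeast strain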;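 further: ratio of well median GFP fluorescence to mean of DMSO wells on the plate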
Numbers without * were called inactive; ? = inconclusive.

Values run as follows: MEP2 TOR yeast	proCasp7 act	procasp3 activ	AHR activator	LAP4 TOR yeast	RPL19A TOR yeast	AGP1 TOR yeast	CIT2 TOR yeast
#1 O=C(Nc1ccc(Oc2ccccc2)nc1)C1CCN(Cc2cccc(F)c2)CC1
→ 103.0	-2.7	-8.8	12.6	100.7	98.1	100.0	97.3
#2 COc1ccc(CCN2CC(C(=O)N(C)CCn3nc(C)cc3C)CCC2=O)cc1 (stereo unspecified)
→ 111.9	-3.7	2.9	1.6	99.3	101.0	105.3	102.9
#3 COc1ccc(C)cc1-n1nnnc1SCc1cc(=O)n2cc(C)ccc2n1
→ 103.5	1.9	3.0	12.6	109.4	97.6	95.1	86.1
#4 CCC1(c2ccccc2)NC(=O)N(CC(=O)NNC(=O)c2ccoc2C)C1=O (stereo unspecified)
→ 101.2	6.7	1.9	-0.2	99.8	97.3	99.0	101.6
#5 O=C(NC(=O)c1ccccc1Cl)C(=O)Nc1ccc(Cl)cc1
→ 102.2	15.6	2.9	-4.8	111.5	96.7	97.9	96.4
#6 CCn1c(CCC(=O)Nc2cc(F)ccc2C)nc2cc(S(=O)(=O)N(C)C)ccc21
→ 98.0	7.0	-9.7	0.8	92.5	90.7	91.9	87.9
#7 O=C(c1cc2ccccc2oc1=O)N(Cc1ccccc1F)C1CCS(=O)(=O)C1 (stereo unspecified)
→ 114.1	1.8	8.0	-1.8	99.1	109.5	113.4	131.8
#8 CSc1ccc(/C=C/C(=O)c2ccc(O)cc2)cc1
→ 103.5	-4.2	-1.3	0.0	101.8	102.5	86.2	95.2
#9 CC(NC(=O)[C@H](C)NC(=O)[C@@H]1CSC2c3ccccc3C(=O)N21)c1ccccc1 (stereo partly specified)
→ 84.4	6.5	2.2	0.9	80.1	90.2	80.3	88.5
#10 CCN(CC)S(=O)(=O)c1cccc(-c2nnc(SCC(=O)NCCC3=CCCCC3)n2N)c1
→ 97.6	5.7	-8.6	-0.7	100.3	97.8	97.8	95.0
#11 Cc1ccc(C)c(OCC(O)CN2CCC(CN3C(=O)c4cccc5cccc(c45)C3=O)CC2)c1 (stereo unspecified)
→ 98.8	9.9	-4.6	1.0	107.3	103.4	95.0	95.7
#12 Cc1ccccc1C(OCCN(C(C)C)C(C)C)c1ccccc1 (stereo unspecified)
→ 89.9	1.4	1.8	-1.0	85.4	98.2	90.7	92.8
#13 Cc1ccnc(NCc2cccc3ccccc23)c1
→ 108.7	7.6	-6.0	29.7	90.3	103.8	100.2	100.6
#14 O=C(CCN1C(=O)C2CCCCC2C1=O)NNC(=O)c1cccc(Cl)c1 (stereo unspecified)
→ 104.3	2.8	0.3	3.1	88.6	94.4	90.3	92.6
#15 Cc1ccc(S(=O)(=O)N/N=C\c2cc3c(cc2[N+](=O)[O-])OCO3)cc1
→ 97.2	-21.7	-18.3	0.9	99.4	89.3	91.0	89.8
#16 CCCn1c(=O)c2[nH]c(C3CCCC3)nc2n(CCC)c1=O
→ 101.7	-6.0	1.1	21.4	115.3	99.8	90.4	89.4
#17 COc1cccc(C=NCCNC(=O)c2nonc2N)c1O
→ 106.8	-0.5	2.0	10.7	98.2	99.6	97.3	93.5
#18 Cc1cc(C(=O)NCC(C)C)c2ccccc2n1
→ 98.8	7.1	2.0	10.9	107.5	99.0	99.8	96.5
#19 CCOc1ccc(S(=O)(=O)N(C)CC(=O)NCc2ccco2)cc1
→ 105.5	-0.3	0.4	0.2	91.0	110.2	104.1	111.4
#20 O=C(/C=C/c1cccc(O)c1)c1ccc(N2CCOCC2)cc1
→ 97.5	4.2	-2.3	-0.6	114.4	99.1	101.2	92.5

Values run as follows: MEP2 TOR yeast	proCasp7 act	procasp3 activ	AHR activator	LAP4 TOR yeast	RPL19A TOR yeast	AGP1 TOR yeast	CIT2 TOR yeast
#21 COc1ccc(C(=O)Nc2cccc3ccccc23)cc1
→ 103.5	2.9	-3.0	8.2	103.5	97.2	92.5	90.3
#22 O=C(O)C(Oc1ccc2c(-c3ccccc3)cc(=O)oc2c1)c1ccccc1 (stereo unspecified)
→ 101.9	7.8	8.1	-0.3	108.0	100.6	106.2	95.0
#23 CC(C#Cc1c([C@@H](C)Oc2ccccc2)nnn1Cc1ccccc1)Oc1ccccc1 (stereo partly specified)
→ 83.1	8.5	2.5	-0.2	117.7	89.7	80.5	85.7
#24 O=C(Nc1ccccc1)c1cccc(N2C(=O)C3C4C=CC(C4)C3C2=O)c1 (stereo unspecified)
→ 106.1	6.3	-4.2	-2.9	94.4	108.0	99.0	97.7
#25 CCC1CCCCN1C(=S)NC(=O)c1ccc(F)c(S(=O)(=O)N2CCOCC2)c1 (stereo unspecified)
→ 89.0	-11.6	-1.1	0.0	86.5	87.8	90.0	91.5
#26 Cc1ccc(S(=O)(=O)N(CC(=O)N/N=C/c2ccco2)c2cc(Cl)cc(Cl)c2)cc1
→ 100.6	-0.2	2.1	4.3	87.3	99.4	92.9	98.5
#27 c1ccc(C2=NN(c3ccccc3)C(c3ccco3)C2)cc1 (stereo unspecified)
→ 99.1	23.9	26.2*	-3.3	101.1	91.7	106.3	95.6
#28 CN(C)c1ccc(C(=O)/C=C/c2ccco2)cc1
→ 71.9	-19.6	-5.3	8.0	94.8	95.9	79.2	95.2
#29 CC(=O)Oc1ccc(-c2csc(Nc3ccc(S(N)(=O)=O)cc3)n2)cc1
→ 93.9	-2.6	0.8	25.6	98.9	98.0	101.6	100.5
#30 Cc1ccc(NC(=O)CN2CCCCC2)c2c1CC(C)(C)O2
→ 105.6	-3.2	10.4	0.1	94.6	105.4	101.0	105.3
#31 CCCn1c(SCC(=O)Nc2nc(-c3ccc(OC)cc3)cs2)nc2c1c(=O)n(C)c(=O)n2C
→ 102.6	4.9	0.7	-0.8	99.3	104.0	97.9	93.7
#32 O=C1CCCN1c1cccc(Br)c1
→ 106.2	8.1	11.8	1.1	103.1	106.9	107.1	115.1
#33 O=C(Nc1ccc(-c2cn3ccsc3n2)cc1)C1CC1
→ 101.7	-0.3	7.5	8.1	96.9	96.1	98.1	88.3
#34 CC1CC(C)CN(C(=O)C(C)N2CCN(S(=O)(=O)c3ccccc3F)CC2)C1 (stereo unspecified)
→ 99.8	3.5	2.4	-2.0	101.7	96.2	105.7	99.8
#35 Cc1ccc(S(=O)(=O)Oc2ccc(/C=C3/N=C(c4ccccc4)OC3=O)cc2)cc1
→ 91.5	-0.3	1.2	0.9	90.0	95.4	95.2	95.1
#36 COc1ccc(C(=O)NCC(=O)N2CCN(c3ccc(F)cc3)CC2)cc1
→ 101.4	4.2	-1.4	-2.1	95.3	103.2	97.8	102.6
#37 COc1ccc(NS(=O)(=O)c2cccc(NC(=O)CNC(C)=O)c2)cc1
→ 102.5	-1.1	3.4	0.1	104.9	100.4	107.1	112.3
#38 O=C(NCC(c1cccnc1)N1CCOCC1)NC1CCCCC1 (stereo unspecified)
→ 105.2	-1.5	-10.8	-3.0	96.9	104.0	99.5	102.5
#39 Cc1noc(C)c1CSc1nc2ccccc2n1CCc1ccccc1
→ 100.8	-14.9	-25.9	26.6	120.8	100.3	98.2	84.0
#40 CCn1cc(C(=O)OCC(=O)N(C)C2CCS(=O)(=O)C2)c(=O)c2ccc(C)nc21 (stereo unspecified)
→ 97.2	5.8	10.2	0.2	95.8	98.3	102.4	102.7

Complete entries, quoted from the list. Order of values: MEP2 TOR yeast	proCasp7 act	procasp3 activ	AHR activator	LAP4 TOR yeast	RPL19A TOR yeast	AGP1 TOR yeast	CIT2 TOR yeast
COc1ccc(NS(=O)(=O)c2cccc(NC(=O)CNC(C)=O)c2)cc1 as listed: 102.5	-1.1	3.4	0.1	104.9	100.4	107.1	112.3
O=C1CCCN1c1cccc(Br)c1 as listed: 106.2	8.1	11.8	1.1	103.1	106.9	107.1	115.1

Remaining list, next part:
Values run as follows: MEP2 TOR yeast	proCasp7 act	procasp3 activ	AHR activator	LAP4 TOR yeast	RPL19A TOR yeast	AGP1 TOR yeast	CIT2 TOR yeast
#41 CCN(C(=O)c1cccnc1)c1ccccc1
→ 108.6	10.7	5.4	1.3	104.6	102.2	106.8	112.8
#42 CCn1c(SCC(=O)NNC(=S)Nc2ccccc2)nnc1-c1ccc(Cl)cc1
→ 87.4	-7.2	4.5	-1.8	96.5	94.1	93.3	95.6
#43 O=C(COC(=O)c1ccc2ccccc2n1)c1ccc(F)cc1
→ 87.8	7.4	-1.6	9.3	95.9	89.5	89.7	81.9
#44 CCOC(=O)C1CCN(c2c(NCCCN(CC)Cc3ccccc3)c(=O)c2=O)CC1
→ 105.7	-1.7	2.0	-1.2	103.7	109.8	104.4	103.8
#45 C=CCn1cnc2c(c1=O)c1nc3ccccc3nc1n2-c1ccc(C)cc1
→ 104.6	7.2	8.3	-7.0	101.9	102.4	102.7	103.3
#46 CCNc1nc2nc3ccc(C)cn3c(=O)c2cc1C(=O)NCC1CCCO1 (stereo unspecified)
→ ?	-9.8	-9.5	1.5	?	?	?	?
#47 COc1cccc2cc(C(=O)NCc3ccccc3Cl)c(=O)oc12
→ 113.5	-3.0	3.3	-2.0	105.8	102.8	108.2	102.9
#48 COc1ccc(N2C(=O)CC(N(C)CCc3ccc(OC)c(OC)c3)C2=O)cc1 (stereo unspecified)
→ 96.5	-31.1	-31.2	-1.7	104.6	98.2	101.2	101.6
#49 CCCc1nnc(-c2cc(OC)c(OC)c(OC)c2)o1
→ 100.6	-0.2	-8.0	1.5	99.7	97.2	98.7	101.0
#50 COC(=O)c1ccc(CN2CCC(CO)(Cc3cccc(OC)c3)CC2)cc1
→ 105.6	8.6	2.2	3.5	92.7	102.0	99.3	105.3
#51 Cc1ncoc1C(=O)N1CCCC(C(=O)c2ccc(C(F)(F)F)cc2)C1 (stereo unspecified)
→ 98.4	-2.5	0.1	7.2	96.9	92.3	99.6	98.5
#52 Nc1ccn(CC(=O)N[C@H](CO)Cc2c[nH]c3ccccc23)c(=O)n1
→ 100.0	-7.8	2.3	3.8	100.7	97.8	100.9	103.6
#53 Cc1c[nH]c(=O)c([N+](=O)[O-])c1
→ 96.7	8.8	-6.4	-0.1	103.8	99.0	101.0	108.3
#54 NS(=O)(=O)c1cccc(NC(=O)COC(=O)CCN2C(=O)c3ccccc3C2=O)c1
→ 100.0	1.3	-0.2	-0.8	99.6	101.7	100.1	97.5
